# Compound activity from PubChem BioAssay.
# RBX1-CUL1 inh = inhibitors of human ROC1-CUL1 ubiquitin ligase activity | P62877+Q13616 | inhibition, % at 10 µM | in vitro K48 di-Ub FRET, acceptor:donor ratio, 45 min | 140,000 compounds, 0.6% hits; in the data active = inhibition above about 25%
# Target sequence (P62877 whole entry, looked up): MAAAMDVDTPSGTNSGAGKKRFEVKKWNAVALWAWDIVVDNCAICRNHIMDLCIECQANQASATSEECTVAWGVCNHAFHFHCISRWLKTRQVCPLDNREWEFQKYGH
# Target sequence (Q13616 whole entry, looked up): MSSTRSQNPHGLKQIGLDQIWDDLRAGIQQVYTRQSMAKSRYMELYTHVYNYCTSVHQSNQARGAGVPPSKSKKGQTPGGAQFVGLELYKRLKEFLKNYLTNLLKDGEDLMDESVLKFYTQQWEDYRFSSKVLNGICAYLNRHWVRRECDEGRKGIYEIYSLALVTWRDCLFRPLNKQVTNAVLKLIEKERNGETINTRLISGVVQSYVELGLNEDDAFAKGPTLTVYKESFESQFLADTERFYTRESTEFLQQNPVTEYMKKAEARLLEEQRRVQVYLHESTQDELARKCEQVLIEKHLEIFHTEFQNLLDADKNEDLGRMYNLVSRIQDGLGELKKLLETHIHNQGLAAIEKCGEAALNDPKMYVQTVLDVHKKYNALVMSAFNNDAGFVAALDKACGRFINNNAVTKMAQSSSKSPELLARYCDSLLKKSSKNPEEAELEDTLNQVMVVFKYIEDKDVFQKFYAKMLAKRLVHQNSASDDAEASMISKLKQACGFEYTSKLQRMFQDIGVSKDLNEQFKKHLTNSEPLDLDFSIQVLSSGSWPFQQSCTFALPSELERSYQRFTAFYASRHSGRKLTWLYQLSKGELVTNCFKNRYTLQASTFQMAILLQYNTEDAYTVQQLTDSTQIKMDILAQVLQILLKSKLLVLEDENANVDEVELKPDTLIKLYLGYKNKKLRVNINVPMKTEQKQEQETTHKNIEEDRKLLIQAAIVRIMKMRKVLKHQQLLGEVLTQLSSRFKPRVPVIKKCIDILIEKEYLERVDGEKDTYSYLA
# The depositor's hits bear a star. Not all compounds are listed; count on the stated rates, not on these rows.
molecule	RBX1-CUL1 inh
Cc1onc(-c2c(Cl)cccc2Cl)c1C(N)=O	-1.8
CC(C)Oc1ccc(CNC(=O)c2ccc(CS(=O)c3cccc(Cl)c3)o2)cc1 (stereo not given)	-14.4
O=C(CCC1CCCN(Cc2cc3c(cc2Cl)OCO3)C1)N1CCCC1 (stereo not given)	0.2
COc1cccc(CCC2CCCN(C(=O)c3snnc3C)C2)c1 (stereo not given)	1.3
CCOC(=O)C1CCN(C2CC(=O)N(c3ccc(Br)cc3Br)C2=O)CC1 (stereo not given)	-2.8
O=C(CSc1nnc2sc3ccccc3n12)NCc1ccccc1	-5.8
CCn1c(C)nc([N+](=O)[O-])c1Sc1ccc(C)cc1	-5.2
Cc1ccc(C(C)C)c(OCC(=O)Nc2ccc(C(=O)OC3CCCCC3)cc2)c1	5.1
COc1ccc(CNC(=O)C23CCC(C2)C(C)(C)C3=O)cc1 (stereo not given)	0.1
O=C(CCC1CCCC1)N1CCc2c([nH]c3ccccc23)C1c1ccc(F)cc1 (stereo not given)	-1.5
COc1ccccc1CCN1CCCC(CN(C)Cc2cnc(SC)nc2)C1 (stereo not given)	1.6
CC(=O)c1cccc(NC(=O)C2CCN(C(=O)c3cnn(-c4ccccc4)c3-n3cccc3)CC2)c1	-5.6
Cc1nc(N)nc(N)c1CCc1ccccc1	4.7
c1ccc(-c2n[nH]c3c2CN(Cc2cccc4c2OCO4)CC3)cc1	3.7
Cc1ccc(/C=N/NC(=O)c2ccc(-c3ccccc3)cc2)s1	-4.7
Cc1cccc(C(=O)NC(=S)NC(C)C)c1	-7.5
OCC#CCSc1nnc(-c2ccncc2)o1	-1.2
CCN1CCN(c2ccc(NC(=O)Cc3ccccc3)cc2Cl)CC1	-3.3
CCOC(=O)c1noc2ncn(Cc3ccc([N+](=O)[O-])cc3)c(=O)c12	-2.4
CCN(CC)c1ccc(/C=N/Nc2ccccc2[N+](=O)[O-])c(O)c1	-2.3
Cc1nccn1-c1ccc(NC(=O)C2CCCN2Cc2cccc(F)c2F)cc1 (stereo not given)	4.6
CCOc1ccc(N2C3=C(C(=O)CC(C)(C)C3)C(c3ccc(O)c(OCC)c3)C3=C2CC(C)(C)CC3=O)cc1	-1.0
COCC(=O)Nc1nnc(SC)s1	-12.6
COCCN1CCCC2(CCN(C(=O)CCCc3ccccc3)C2)C1=O (stereo not given)	-2.5
Cc1ccc2nc(N3CCC(C(=O)NCc4ccc(F)cc4)CC3)[nH]c2c1	0.8
CC(C)CNC(=O)c1cc(I)ccc1NC(=O)c1ccc(Cl)cc1	4.1
O=C1/C(=C/c2c3ccccc3cc3ccccc23)SC(=S)N1c1cccc(C(F)(F)F)c1	3.6
CS(=O)c1ccc2c(c1)C(N1CCN(CCO)CC1)Cc1ccccc1S2 (stereo not given)	-0.4
CN(C)c1ccc(CNC(=O)CCC(=O)N2Cc3ccccc3Oc3ncccc32)cc1	-2.0
Cc1nc(-n2nc(C)c(CCC(C)C)c2C)sc1C(=O)Nc1cccc(Cl)c1	4.8
COc1ccc(CCNC(=O)Cn2c(=O)c3cccn3c3ccccc32)cc1OC	5.5
CC(C)Cn1c(CN(C)Cc2cnccn2)cnc1S(=O)(=O)Cc1ccccc1	2.8
COc1ccc(-n2c(C)c(C(C)=O)c3cc(OC(C)=O)ccc32)cc1	9.8
Cc1ccc(-c2nnc3sc(-c4ccncc4)nn3c2=O)cc1	9.8
C/C(=N\OC(=O)c1ccccc1)c1ccc(C)cc1	-5.6
COC(=O)c1cc(NC(=O)CC2C(=O)OCCN2Cc2ccccc2)cc(C(=O)OC)c1 (stereo not given)	8.7
Cn1c(C(=O)N2CCC(C(=O)NCCc3ccc(S(N)(=O)=O)cc3)CC2)cc2sccc21	0.5
COCCOC1CCN([C@@H]2c3ccccc3C3(CCNCC3)[C@H]2O)CC1	0.5
CC(C)(C)c1ccc(S(=O)(=O)Nc2cccc(Cl)c2Cl)cc1	-5.1
O=C(CCc1ccncc1)N1CCCC(CCc2ccc(F)c(F)c2)C1 (stereo not given)	6.9
CSCCOC(=O)C1C(C)=NC(=O)NC1c1ccc(OC(F)(F)F)cc1 (stereo not given)	-26.0
CCn1cnc2cc(NC(=O)c3ccco3)ccc21	1.0
O=C(Cc1ccccc1)Nc1ccc(Cl)cc1C(F)(F)F	0.5
O=C(Nc1ccccc1C(=O)NCc1ccco1)Nc1cccc2ccccc12	0.5
C[N+]1(C2CCCSc3ccccc32)CCN(c2ccccc2)CC1 (stereo not given)	-10.9
Cc1c(NC(=O)c2ccc(N3CCC(C)CC3)c([N+](=O)[O-])c2)cccc1-c1nc2ccccc2o1	2.3
COc1ccc(-n2c(SCC(=O)N/N=C(\C)c3ccncc3)nnc2-c2ccc(C)cc2)cc1	-10.5
Cc1ccc(-n2nc(C)c(C=C3C(=O)NC(=S)NC3=O)c2C)c(C)c1	-3.9
COc1ccc(S(=O)(=O)N2CCC(C(=O)NC(C)c3ccccc3)CC2)cc1 (stereo not given)	1.3
CCOC(=O)c1c(C)oc2nc(C)nc(NCCCN3CCN(c4ccccc4OC)CC3)c12	3.4
CC(=O)N1CCOc2cc(S(=O)(=O)Nc3c(C)cccc3C(C)C)c(Cl)cc21	-6.9
CCC(O)c1nc2ccccc2n1CCOc1cc(C)cc(C)c1 (stereo not given)	-1.4
CCOc1ccc2nc(N(Cc3cccnc3)C(=O)c3cccs3)sc2c1	1.3
Cc1sc2ncn(CC(=O)N(C)c3ccc(Br)cc3)c(=O)c2c1S(=O)(=O)N1CCC(C)CC1	0.0
Cc1ccccc1-n1c(C)c(C)n2c3c(=O)n(CCCO)c(=O)n(C)c3nc12	3.7
CCc1ccc(C(=O)c2cn(CC(=O)Nc3ccc4c(c3)OCO4)c3cc(OC)c(OC)cc3c2=O)cc1	-9.1
CC1(C)CC(=S)Nc2ccccc2S1	3.1
Cc1cc(C)cc(NC(=O)CSCn2nnc3c(=O)[nH]c(Cc4ccc(F)cc4)nc32)c1	5.6
O=C1CC(NC2CCSCC2)CN1Cc1ccc(F)cc1 (stereo not given)	6.3
COc1cc(/C=C2\C(=O)NN(c3cccc(C(F)(F)F)c3)C2=O)cc(OC)c1OC	-0.2

# The list continues.
molecule	RBX1-CUL1 inh
CCn1cc(S(=O)(=O)c2ccc(C)cc2C)c(=O)c2cc(F)c(N3CCCCC3)cc21	4.8
Cc1cc(C)cc(OCC(=O)NCC2(N(C)C)CCCCC2)c1	-2.1
COc1ccc(NC(=O)C2CCCN(c3cnccn3)C2)c(OC)c1 (stereo not given)	-3.8
Cc1ccc(N2C(=O)c3ccc(C(=O)OC4CC(C)CCC4C(C)C)cc3C2=O)cc1 (stereo not given)	-1.0
CN(C)c1ccc(-c2nc3cc(NC(=O)c4cc(Cl)ccc4Cl)ccc3o2)cc1	1.2
Cc1ccc2nc(-c3ccc(NC(=O)COc4ccc(Cl)c(C)c4)cc3)sc2c1	-1.1
Cn1c(=NN=C2SC(=Nc3ccccc3)C(=Nc3ccccc3)S2)sc2ccccc21	-5.1
CCN(CC)c1ccc(NC(=O)C2CCN(S(=O)(=O)c3c(C)noc3/C=C/c3ccccc3F)CC2)c(C)c1	-0.6
Cc1cccc(OCC(=O)OCc2cc(=O)n3nc(-c4cccs4)sc3n2)c1	-4.3
CC(Sc1cn(CCNC(=O)c2ccccc2F)c2ccccc12)c1ccccc1 (stereo not given)	2.8
COc1ccc(-n2nc(C(N)=O)nc2-c2ccccc2)cc1	5.7
Cc1ccc(C)c(C(C)CCC(=O)O)c1 (stereo not given)	5.6
CCN(Cc1ccncc1)C1CCCN(C(=O)c2csc(Cc3ccccc3)n2)C1 (stereo not given)	-0.6
CC(C)(C)N1C(=O)C(Cl)(C#N)C1c1ccccc1 (stereo not given)	7.8
O=[N+]([O-])c1ccc(Sc2ccccc2CO)cc1	-2.7
Cc1cc(/C=C2/C(=N)N3N=C(c4ccccc4)SC3=NC2=O)c(C)n1-c1ccc2ccccc2c1	11.1
CCN(CC)C(=O)CN(C#N)c1nc(SC)nc(N(C)C)n1	4.6
COc1cc(C)c(S(=O)(=O)NC(C)(C)C)cc1C	-0.9
CCOc1ccc(C(c2c(C)[nH]c3ccccc23)c2c(C)[nH]c3ccccc23)cc1	-6.3
C=CCn1nnc(NC(=O)c2cccc(I)c2)n1	14.0
COc1cc(/C=N/NC(N)=O)ccc1OCC(=O)Nc1cc(C)c(C)cc1Br	0.1
CC1=NN(c2ccc(C(=O)OC(C)C)cc2)C(=O)/C1=C\c1cccn1-c1ccc(S(N)(=O)=O)cc1	-3.7
Cc1ccccc1-c1nc(CN2C[C@@H](C)O[C@@H](C)C2)c(C)o1	4.0
Cc1ccc(C2CC2c2n[nH]c(=S)n2-c2ccc(F)c(Cl)c2)cc1 (stereo not given)	3.2
O=c1c(N2CCc3ccccc3C2)csc2ccc(F)cc12	1.8
CCc1ccc(NC(=O)Cn2c(=O)n(CCCC(=O)NCCc3ccc(OC)c(OC)c3)c(=O)c3ccccc32)cc1	6.7
CCOc1cc(/C=C2\SC(=S)N(N)C2=O)ccc1O	18.6
CC(C)=CCN1CCN(CC2CCCCC2)CC1CCO (stereo not given)	-1.6
CC(C)C1Cc2c(sc3nc(SCC(=O)c4ccc(Br)cc4)nc(N)c23)CO1 (stereo not given)	-11.1
Nc1nonc1-c1noc(CCCCCN2C(=O)c3ccccc3C2=O)n1	8.1
CCc1ccc(-c2nc3c(c(SCc4ccc(F)cc4)n2)Cc2c(CO)cnc(C)c2O3)cc1	-8.3
CCN(CC)c1ccc(NC(=O)CC(C)C)cc1	-2.4
CCCCCCCCCn1c(N=Nc2c(O)[nH]c3ccccc23)nc2c1c(=O)[nH]c(=O)n2C	-5.2
CC1(C)Cc2nc(C(C)(C)C)ncc2C(NCc2cc(C#CCO)cs2)C1 (stereo not given)	2.1
C(=N\Nc1cc(N2CCCC2)nc(N2CCCC2)n1)/c1c2ccccc2cc2ccccc12	0.2
CC(=O)Nc1cc(C(=O)N2CCCC(c3ccccc3)C2)c2c(c1)nc(C)n2Cc1ccccc1 (stereo not given)	0.0

# Five successive entries out of the list so far:
molecule	RBX1-CUL1 inh
CC(C)=CCN1CCN(CC2CCCCC2)CC1CCO (stereo not given)	-1.6
CC(C)C1Cc2c(sc3nc(SCC(=O)c4ccc(Br)cc4)nc(N)c23)CO1 (stereo not given)	-11.1
Nc1nonc1-c1noc(CCCCCN2C(=O)c3ccccc3C2=O)n1	8.1
CCc1ccc(-c2nc3c(c(SCc4ccc(F)cc4)n2)Cc2c(CO)cnc(C)c2O3)cc1	-8.3
CCN(CC)c1ccc(NC(=O)CC(C)C)cc1	-2.4

# (further entries)
molecule	RBX1-CUL1 inh
N#CC(c1ccccn1)c1nccc(Cl)n1 (stereo not given)	-6.0
CCc1ccc(-n2c(CCC(=O)O)ccc2-c2cccs2)cc1	-0.1
COc1ccccc1Cc1nc2ccccc2nc1SCC(=O)NCCc1ccccc1	-1.2
CCCCN(C)C(=O)c1cc(COc2ccc3c(c2)OCO3)[nH]n1	-0.5
CCN(CC)CCCNC(=O)c1c(C)oc2ncn(CC(C)C)c(=O)c12	-2.1
N#CC(C#N)=C(c1ccccc1)c1sc(Nc2ccccc2)nc1N	6.5
CC(C)(C)C(=O)Nc1ccnn1C1CCN(C(=O)Cn2cccn2)CC1	0.0
Cc1cc(OCC(=O)Nc2sc3c(c2C#N)CCC3)cc(C)c1Cl	-4.4
O=C1c2ccccc2C2=Nc3ccccc3SC(c3ccc(Cl)c(Cl)c3)C12 (stereo not given)	0.5
NC1NN=C(CCN2C(=O)c3ccccc3C2=O)S1 (stereo not given)	-1.5
Cc1c2cnn(-c3ccccc3)c(=O)c2c(C)n1C(C)C(=O)NCc1cccc(Br)c1 (stereo not given)	-2.4
COc1cc(C2NC(=O)c3ccccc3N2)ccc1O (stereo not given)	-9.3
Cc1ccc(C)c(NC(=O)CCC(=O)N/N=C/c2ccc3c(c2)OCO3)c1	0.7
CC1=NC(=S)NC(c2ccc(C(F)(F)F)cc2)C1C(=O)Nc1ccccc1C (stereo not given)	-2.1
CC1CCN(c2oc(-c3ccc(COc4ccc(Cl)cc4)o3)nc2C#N)CC1	-3.3
Cc1nc2cc(OCc3nc(C(=O)N4CCCC4)co3)ccc2s1	2.5
COc1cccc(CN2CCN(C3CCCCC3OC)CC2)c1OC (stereo not given)	-2.4
O=c1[nH][nH]c(=O)c2c1nc(SCc1ccccc1F)n2Cc1ccccc1	6.0
O=C(CCCc1ccccc1)Nc1ccncc1	15.1
Nc1nonc1-n1nnc(-c2ccccc2)c1C(=O)c1ccccc1	0.5
Cc1ccc(C)c(C(=O)COC(=O)c2ccc(Br)cc2)c1	-2.4
Nc1c(C(=O)Nc2ccc(Cl)c(C(=O)O)c2)sc2nc3c(cc12)CCCC3	3.0
COc1ccc(-c2ccc(C3C4=C(CC(C)(C)CC4=O)OC(=N)C3C#N)o2)cc1 (stereo not given)	11.6
COCc1ccc(C(=O)Nc2ccc(-c3nc(CNC(=O)C(C)N4CCOCC4)c(C)o3)cc2)o1 (stereo not given)	7.4
CS(=O)(=O)N1CCN(C(=O)c2cc3c(s2)CCCCCC3)CC1	2.2
CCOC(=O)C1(Cc2ccccc2)CCN(CC(O)CO)CC1 (stereo not given)	3.3
CC/C(=N/NC(=O)c1ccncc1)c1ccc(OCC(N)=O)cc1	-3.9
COc1ccc(N=C2C(=O)c3ccccc3C(=O)C2n2nnc3ccccc32)cc1 (stereo not given)	5.1
Cc1ccccc1NC(=O)CSc1ncc2c(n1)-c1ccccc1N(C)S2(=O)=O	-3.5
COc1ccc(/C(=N\O)C(c2ccccc2)c2ccccc2)cc1	-0.9
COc1ccc2c(c1)C(C)=CC(C)(C)N2S(=O)(=O)c1ccc(Cl)cc1	-4.0
COC(=O)C1C(C)=NC2=C(C(=O)CC(C)(C)C2)C1c1ccc(-c2ccc(C)cc2)o1 (stereo not given)	1.0
